High-throughput results as filed in PubChem BioAssay.
SENP1 FRET inh: SENP1 (human) catalytic domain inhibition | inhibition, % at 10 µM | Q9P0U3 | recombinant SENP1 catalytic domain, CyPet-SUMO1-YPet FRET cleavage | actives 0.21% (n = 360,000);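 active = inhibition at least 30% at 10 µM, raw YFP signal under a set limit, fluorescence ratio 0.5 to 1.5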;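 note: 0% = enzyme with DMSO and 100% = no enzyme wells; some results filed as inactive read as strong as hits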
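Test system: hSENP1 catalytic domain, recombinant; Amount: 20 pM final SENP1 enzyme; Medium: Tris pH 8 buffer plus EDTA, NaCl, BME, BSA, NP40, catalase; Schedule: 50 min enzyme reaction, room temperature, light-protected; Technique: FRET fluorescence in CFP and YFP emission channels; Controls: no-enzyme wells low, DMSO-plus-enzyme wells high control.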
PfG6PD inh: PfG6PD (Plasmodium falciparum) enzyme inhibition; actives 0.78% (n = 350,000); PfGluPho enzyme, NADPH resazurin-diaphorase fluorescence; inhibition, % at 20 µM;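 active = inhibition reaching at least a set limit at 20 µM in the primary screen, cut at about 59% in these data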;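 note: 0% = DMSO wells with substrate and 100% = DMSO wells lacking glucose-6-phosphate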
SENP8 block-1: blocks human SENP8 cleavage of Nedd8 substrate. recombinant SENP8, Nedd8 substrate fluorescence. inhibition, % at 20 µM. actives 0.64% (n = 360,000). AID 602440; in the data active = inhibition mostly above about 40%, no sharp cut-off; inactive = mostly below about 27%
Target sequence (Q96LD8 whole entry, looked up): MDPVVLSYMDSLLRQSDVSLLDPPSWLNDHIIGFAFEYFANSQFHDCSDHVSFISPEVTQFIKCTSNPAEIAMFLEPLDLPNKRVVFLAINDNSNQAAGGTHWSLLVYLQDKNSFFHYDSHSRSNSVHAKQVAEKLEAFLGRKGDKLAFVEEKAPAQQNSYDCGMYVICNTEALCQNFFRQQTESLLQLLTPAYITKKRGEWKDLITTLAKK
Apaf1 inhib: inhibitors of human Apaf-1 apoptosome; reconstituted apoptosome caspase-3 activity, DEVD-Rh110 fluorescence; inhibition, % at 20 µM; O14727; actives 0.71% (n = 330,000); active = inhibition of at least 40% at 20 µM;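 note: plate controls were DMSO wells for no effect and DEVD-CHO caspase inhibitor wells for full effect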
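Material: reconstituted apoptosome with Apaf-1, cytochrome c, caspase-9, procaspase-3, dATP; medium: pH 7.5 Hepes buffer with CHAPS, BSA, DTT; also added: cytochrome c and DEVD-Rh110 substrate; timing: 30 min plus 50 min, RT; signal: Rh110 fluorescence intensity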
SENP7 inh: blocks the human protease SENP7; Q9BQF6; recombinant SENP7, Z-RLRGG-aminoluciferin luminescence, 40 min; inhibition, % at 5 µM; actives 1.5% (n = 330,000);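 active = inhibition above about 50% at the single test dose, limit read from the data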;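 note: plate controls were DMSO with enzyme for no effect and no enzyme buffer wells for full effect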
Target sequence (Q9BQF6 706-1050 limits assumed): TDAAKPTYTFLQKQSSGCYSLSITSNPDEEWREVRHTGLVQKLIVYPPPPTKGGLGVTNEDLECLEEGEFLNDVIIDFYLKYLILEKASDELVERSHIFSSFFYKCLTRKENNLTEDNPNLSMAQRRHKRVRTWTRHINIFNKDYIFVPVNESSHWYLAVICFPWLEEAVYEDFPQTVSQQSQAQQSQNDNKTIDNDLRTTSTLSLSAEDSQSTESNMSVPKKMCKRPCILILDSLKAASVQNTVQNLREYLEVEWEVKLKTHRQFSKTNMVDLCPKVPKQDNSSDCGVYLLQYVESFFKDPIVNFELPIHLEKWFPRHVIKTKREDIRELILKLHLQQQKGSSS
SENP8 block-2: SENP8 protease inhibition | inhibition, % at 10 µM | purified SENP8, Z-RLRGG-aminoluciferin cleavage, luminescence | AID 2540 | Q96LD8 | actives 1.2% (n = 330,000); in the data active = inhibition above about 50%
SENP6 block: inhibitors of human SENP6 protease; Q9GZR1; inhibition, % at 10 µM; actives 1.8% (n = 330,000); Recombinant SENP6 catalytic domain, aminoluciferin luminescence;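 active = inhibition above about 50% at the single tested dose, limit read from the data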;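 note: plate controls were DMSO wells with enzyme for no effect and DMSO wells lacking enzyme for full effect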
Target sequence (Q9GZR1 628-1112 limits assumed): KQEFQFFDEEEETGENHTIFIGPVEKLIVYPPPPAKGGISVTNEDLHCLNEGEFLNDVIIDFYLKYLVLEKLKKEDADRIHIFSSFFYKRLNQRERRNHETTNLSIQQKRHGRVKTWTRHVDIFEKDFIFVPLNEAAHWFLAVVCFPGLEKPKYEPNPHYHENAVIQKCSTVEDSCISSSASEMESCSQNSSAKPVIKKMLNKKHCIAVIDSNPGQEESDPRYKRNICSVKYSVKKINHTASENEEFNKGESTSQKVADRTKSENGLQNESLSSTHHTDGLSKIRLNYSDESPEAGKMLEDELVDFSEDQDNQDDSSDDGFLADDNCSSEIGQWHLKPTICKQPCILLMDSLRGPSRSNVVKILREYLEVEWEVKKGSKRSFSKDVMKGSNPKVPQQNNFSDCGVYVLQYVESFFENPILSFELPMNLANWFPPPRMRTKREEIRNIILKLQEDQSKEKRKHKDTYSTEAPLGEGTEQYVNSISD
NALP3 yeast inh: NALP3 inhibition in yeast; Yeast reconstituted NLRP3/ASC/caspase-1, beta-gal luminescence, 24 h; inhibition, % at 10 µM; actives 0.39% (n = 330,000); AID 2825;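 active = inhibition of 50% or more; inactive = inhibition below 50%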;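 note: plate controls were induced DMSO wells for no effect and uninduced yeast grown without galactose for full effect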
HKDC1 inh: blocks human hexokinase HKDC1 activity; Q2TB90; recombinant HKDC1, G6PDH/diaphorase resazurin coupled fluorescence; inhibition, % at 20 µM; actives 0.16% (n = 340,000); AID 493160;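 active = inhibition above about 35% when tested at 20 µM, limit read from the data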;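 note: plate controls were DMSO wells with enzyme for no effect and DMSO wells lacking enzyme for full effect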
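Test system: Recombinant HKDC1 (HK5) hexokinase enzyme, produced in-house | Input: HKDC1 at 5 µg/mL | Buffer or medium: Tris pH 8.0 buffer with MgCl2, Tween-20, BSA, BME | Schedule: 90 min reaction incubation at room temperature, dark | Technique: Resazurin-to-resorufin fluorescence via G6PDH and diaphorase coupling, 525/613 nm | Controls: DMSO wells with and without enzyme mix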
The depositor's hits bear a star; / = not tested or not shown. No enrichment for hits; about 4.1% have a hit in one of these screens.

SMILES | SENP1 FRET inh | PfG6PD inh | SENP8 block-1 | Apaf1 inhib | SENP7 inh | SENP8 block-2 | SENP6 block | NALP3 yeast inh | HKDC1 inh
O=C(COc1coc(CN2CCc3ccccc32)cc1=O)N1CCCCC1 | -1 | -11 | 15 | -2 | -7 | -6 | -5 | 16 | -1
CCCCOC(=O)C1=C(C)Nc2ncnn2C1c1ccc(OCC)c(OC)c1 (stereo not drawn) | 0 | 62* | 5 | 5 | 6 | -1 | 5 | -8 | -5
O=C(CSc1nc2nn(-c3ccccc3)c(=O)c-2c2n1CCCCC2)NCCc1ccccc1 | -1 | -1 | 7 | 4 | 11 | -1 | -14 | 28 | -9
Cc1ccc(-c2nc(COC(=O)C3=NN(c4ccccc4)C(=O)CC3)cs2)cc1 | 3 | -3 | 10 | 10 | -16 | -17 | 0 | 24 | -4
O=[N+]([O-])c1ccc(CSc2nnc(-c3cnccn3)o2)cc1 | 1 | 13 | 4 | -3 | -2 | -4 | -23 | 1 | -3
CCN(CC(=O)NC1CCS(=O)(=O)C1)c1ccc(S(C)(=O)=O)cc1[N+](=O)[O-] (stereo not drawn) | -30 | -23 | 18 | -8 | 2 | 3 | -15 | -13 | -3
CN(C)CCCN(C(=O)c1ccc(N2C(=O)CCC2=O)cc1)c1nc2c(F)cccc2s1 | 1 | -1 | 16 | -9 | 1 | -10 | 1 | 0 | -5
Cc1ccc(C(=O)Nc2ccc(C(=O)N/N=C/c3ccc(C)o3)cc2)cc1 | -7 | -4 | -229 | -3 | -2 | -7 | -13 | -10 | -2
COC(=O)c1sccc1NC(=O)c1cnc2cc(C)nn2c1C | 0 | -7 | 3 | 10 | -3 | -4 | 0 | -1 | -2
CCOC(=O)N1CCC(NC(=S)Nc2ccc3nc(N4CCN(C)CC4)cc(C)c3c2)CC1 | -8 | 2 | -230 | -6 | 1 | -6 | -8 | 16 | -1
O=C(NC1CCCCC1)C1CCCN(S(=O)(=O)c2cnc[nH]2)C1 (stereo not drawn) | 1 | 1 | 11 | 9 | -7 | -10 | -15 | 0 | -4
O=C(O)CCNS(=O)(=O)c1ccccc1Br | 1 | -16 | 2 | -4 | -2 | -7 | -26 | 8 | -10
CC1=C(C)CC(C(=O)NCCc2ccccc2)C(C(=O)O)C1 (stereo not drawn) | 2 | -5 | 24 | -3 | 6 | 7 | -6 | -3 | 0
O=C1N(CN2CCOCC2)c2ccccc2C12OCC(CCl)O2 (stereo not drawn) | 1 | 13 | 21 | -1 | 8 | 8 | -35 | 14 | 0
Cc1ccc(C(=O)OCC(=O)N2CCCc3ccccc32)cc1C | 1 | -19 | -1 | 4 | 11 | -10 | -7 | 22 | 3
Cc1cccc(NC(=S)NNC(=O)CC(C)O)c1C (stereo not drawn) | 4 | -19 | -1 | -8 | 6 | 8 | -10 | 12 | -9
CCCN(CC(=O)Nc1cc(Cl)ccc1Cl)C(=O)c1ccccn1 | 3 | -9 | 20 | -6 | -6 | -11 | -4 | 8 | 3
O=C1c2ccccc2C(=O)N1CCCCON1C(=O)c2ccccc2C1=O | 0 | 1 | 9 | 1 | -3 | 6 | 8 | 19 | -6
CCOC(=O)C1(CCc2ccccc2)CCN(C(=O)[C@@H]2C[C@@H](C)NC(=S)N2)CC1 | 0 | -7 | 14 | 0 | 7 | -3 | -8 | 15 | -1
CCOc1cc(/C=N\Nc2nc(Nc3ccccc3)nc(N3CCOCC3)n2)ccc1OC(=O)c1ccco1 | 2 | 5 | 15 | 11 | -3 | -15 | -18 | 4 | -5
CC1=C(c2ccccc2)[N+](=O)C2(CCCC2)N1[O-] | 3 | -2 | 8 | -6 | -7 | -10 | -14 | 0 | -2
COc1ccccc1/C=C1\SC(=S)N(CCC(=O)N2CCN(C)CC2)C1=O | -7 | 1 | 13 | 18 | -9 | -12 | -26 | -3 | 0
COc1ccc(OCCSc2nc3ccccc3n2CC(=O)O)cc1 | 2 | -13 | 7 | -8 | -8 | -6 | -13 | 14 | 9
CC(=O)Nc1ccc(-c2csc(NNC(=O)c3ccc(C)cc3)n2)cc1 | 0 | 6 | -12 | -16 | 8 | 0 | -5 | 16 | -10
CSc1ncccc1C(=O)OCC(=O)NCCc1ccccc1 | 1 | 2 | 0 | -7 | 4 | 4 | 6 | 17 | -2
CCN1C(=O)C(CC(=O)Nc2ccc(F)cc2)N(Cc2ccc3c(c2)OCO3)C1=S (stereo not drawn) | 4 | 10 | 13 | -13 | -8 | 6 | -2 | 3 | 6
CC1C/C(=N\NC(=O)c2cccnc2)CC(C)(C)C1 (stereo not drawn) | 1 | -5 | 26 | -5 | 16 | 2 | 20 | 13 | -2
Cc1noc(C)c1COc1ccc(C(=O)N2CC(C)CC(C)C2)cc1 (stereo not drawn) | 3 | -1 | 1 | -1 | -7 | 12 | -9 | 12 | -6
CCN(CC(=O)Nc1c(F)cccc1F)C(=O)Cc1ccc(S(=O)(=O)N2CCOCC2)s1 | -5 | -12 | -10 | 17 | 10 | -5 | 1 | 15 | 2
CCOc1ccccc1Cn1c(=O)sc2ccccc21 | 3 | -27 | 6 | -4 | -8 | -13 | -6 | -34 | 1
CC1(C)Cc2c(sc3c2C2=NCCN2C=N3)CS1 | -13 | -4 | -139 | -8 | 3 | 10 | 2 | 5 | 7
COc1ccc(C(=O)NCCCOc2cccnc2)cc1OC1CCN(C(C)=O)CC1 | -1 | 2 | 2 | 5 | 5 | 1 | 0 | 12 | -5
CCOC(=O)c1ccc(NC(=O)CN2C(=O)C3C4C=CC(C4)C3C2=O)cc1 (stereo not drawn) | 0 | 5 | 25 | 3 | 4 | 1 | -2 | 8 | -2
CC(C)(C)c1ccc(-n2ncc3c2CCCC3NC(=O)CN2CCCCC2=O)cc1 (stereo not drawn) | 2 | -10 | 20 | 8 | 4 | -3 | 1 | -6 | 1
CC(Oc1cc2oc(=O)c3c(c2cc1Cl)CCC3)C(=O)NCc1ccccn1 (stereo not drawn) | -2 | 4 | -49 | 7 | -1 | 15 | 1 | 6 | 5
NC(=O)C1CN(C(=O)c2nn(Cc3ccccc3)c(=O)c3ccccc23)c2ccccc2O1 (stereo not drawn) | -2 | 10 | 14 | 12 | -6 | 4 | -1 | 1 | -7
Cc1ccc(C2C(=O)N(C3CCC(C)CC3)CC(=O)N2C2CCCC2)cc1 (stereo not drawn) | -1 | -2 | 13 | 14 | 8 | 3 | -1 | 5 | 5
CN(C)/C=C(/C(=O)c1ccc(Cl)c(Cl)c1)S(C)(=O)=O | 2 | -18 | 13 | -2 | -3 | 2 | -3 | 11 | 9
COc1ccc(C(CC(=O)c2ccccc2)CC(=O)c2ccccc2)cc1 | 1 | 12 | 30 | 10 | -3 | -3 | -14 | 8 | -4
CN(C(=O)Cn1cc(C(F)(F)F)cc(Cl)c1=O)C1CCS(=O)(=O)C1 (stereo not drawn) | 1 | 5 | -4 | 0 | 12 | -7 | -5 | 14 | -4
COC(=O)C(C)Sc1nc2c([nH]c3ccccc32)c(=O)n1C (stereo not drawn) | 0 | -26 | -2 | 15 | 3 | 4 | 5 | 5 | -9
CC(C)(C)NC(=O)[C@]1(C)CCC[C@@]2(C)C3CC[C@@]4(C)C[C@]3(CCC21)CC4=O (stereo partly drawn) | 0 | -7 | 14 | 11 | 5 | -2 | 14 | 52* | -5
CCCn1c(SCC(=O)c2cc(C)n(-c3cc(C)on3)c2C)n[nH]c1=O | 0 | 40 | -5 | 4 | -3 | 3 | -8 | 11 | 0
CC(C)C(=O)NNc1ccccc1 | 2 | -22 | 13 | -9 | -2 | 2 | 1 | 13 | -4
COc1cccc(CN(C)CC(=O)Nc2sc3c(c2C#N)CCC3)c1 | -20 | 3 | 2 | -3 | 2 | 6 | -5 | 13 | -1
CC(C)(C)C(=O)NC(=O)Nc1ccccc1C(F)(F)F | 0 | -13 | 13 | -7 | 10 | -11 | -13 | 0 | 3
COc1ccc(CN2CCN(C(=O)c3ccco3)CC2)cc1 | 3 | 2 | 14 | -3 | -5 | 3 | 10 | 2 | -10
CN1CCCC1CCOC(C)(c1ccccc1)c1ccc(Cl)cc1 (stereo not drawn) | -1 | -12 | 10 | / | / | / | / | / | -4
CCOC(=O)c1c(C)[nH]c(C)c1C(=O)COC(=O)c1ccc(Cl)c(S(=O)(=O)NCc2ccccc2)c1 | 0 | 25 | 12 | 9 | 15 | 5 | 0 | 1 | 3
CCOC(=O)c1[nH]c2ccccc2c1NC(=O)c1ccc(S(=O)(=O)N2CCOCC2)cc1 | 2 | -3 | 14 | 2 | 4 | 10 | 0 | 6 | -4
COc1ccc2c(C)cc(=O)oc2c1 | 0 | 17 | -331 | / | / | / | / | / | -3
COc1cccc(/C=N/n2nnnc2N)c1 | 4 | -5 | -16 | -6 | -11 | -11 | -10 | 0 | -7
Cc1ccc(Cc2cc(C)n[nH]c2=O)cc1 | -2 | -4 | 18 | -9 | -2 | -10 | -6 | 9 | -3
CCN1CCN(C2=C(NS(=O)(=O)c3ccc(C)cc3)C(=O)c3ccccc3C2=O)CC1 | -5 | 13 | 43* | 77* | 21 | 30 | 52* | 20 | 17
Cc1ccn2c(=O)c(NC(=O)c3ccc(Br)o3)c(C)nc2c1 | 2 | -15 | -33 | 3 | 3 | -9 | -4 | -3 | 4
COc1ccc(S(=O)(=O)Nc2ccccc2Cl)cc1NC(C)=O | 0 | 0 | 14 | 2 | 9 | 1 | -23 | -19 | -1
Cc1cc(=O)[nH]c(NN=Cc2c(Cl)cccc2Cl)n1 | 1 | 14 | -8 | / | / | / | / | / | -7
COc1ccc(-c2[nH]ncc2CN2CCN(C3CCCCC3)C(=O)C2)cc1F | -3 | 7 | -5 | -4 | 11 | -2 | -2 | 14 | -1
O=C(Nc1ccc(C(=O)N2CCCC2)cc1)Nc1ccc(Cl)cc1Cl | 2 | -3 | 10 | 2 | -3 | 1 | 9 | 5 | -13

Some of the entries so far, field by field.
SMILES: CC(C)C(=O)NNc1ccccc1
- SENP1 FRET inh: 2
- PfG6PD inh: -22
- SENP8 block-1: 13
- Apaf1 inhib: -9
- SENP7 inh: -2
- SENP8 block-2: 2
- SENP6 block: 1
- NALP3 yeast inh: 13
- HKDC1 inh: -4
SMILES: COc1cccc(CN(C)CC(=O)Nc2sc3c(c2C#N)CCC3)c1
- SENP1 FRET inh: -20
- PfG6PD inh: 3
- SENP8 block-1: 2
- Apaf1 inhib: -3
- SENP7 inh: 2
- SENP8 block-2: 6
- SENP6 block: -5
- NALP3 yeast inh: 13
- HKDC1 inh: -1
SMILES: CC(C)(C)C(=O)NC(=O)Nc1ccccc1C(F)(F)F
- SENP1 FRET inh: 0
- PfG6PD inh: -13
- SENP8 block-1: 13
- Apaf1 inhib: -7
- SENP7 inh: 10
- SENP8 block-2: -11
- SENP6 block: -13
- NALP3 yeast inh: 0
- HKDC1 inh: 3
